Assay outcomes as filed in PubChem.
IDE act: IDE (human) activation, cell-based | actives 0.073% (n = 340,000) | P14735 | HEK cells, FAbeta-B cleavage, fluorescence polarization; 0% vehicle, 100% cell-free pure enzyme wells | activation, % at 5.96 µM;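 active = activation above the mean of all tested compounds plus 3 SD, set per screening campaign, cut at about 17% in these data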
Target sequence (P14735 whole entry, looked up): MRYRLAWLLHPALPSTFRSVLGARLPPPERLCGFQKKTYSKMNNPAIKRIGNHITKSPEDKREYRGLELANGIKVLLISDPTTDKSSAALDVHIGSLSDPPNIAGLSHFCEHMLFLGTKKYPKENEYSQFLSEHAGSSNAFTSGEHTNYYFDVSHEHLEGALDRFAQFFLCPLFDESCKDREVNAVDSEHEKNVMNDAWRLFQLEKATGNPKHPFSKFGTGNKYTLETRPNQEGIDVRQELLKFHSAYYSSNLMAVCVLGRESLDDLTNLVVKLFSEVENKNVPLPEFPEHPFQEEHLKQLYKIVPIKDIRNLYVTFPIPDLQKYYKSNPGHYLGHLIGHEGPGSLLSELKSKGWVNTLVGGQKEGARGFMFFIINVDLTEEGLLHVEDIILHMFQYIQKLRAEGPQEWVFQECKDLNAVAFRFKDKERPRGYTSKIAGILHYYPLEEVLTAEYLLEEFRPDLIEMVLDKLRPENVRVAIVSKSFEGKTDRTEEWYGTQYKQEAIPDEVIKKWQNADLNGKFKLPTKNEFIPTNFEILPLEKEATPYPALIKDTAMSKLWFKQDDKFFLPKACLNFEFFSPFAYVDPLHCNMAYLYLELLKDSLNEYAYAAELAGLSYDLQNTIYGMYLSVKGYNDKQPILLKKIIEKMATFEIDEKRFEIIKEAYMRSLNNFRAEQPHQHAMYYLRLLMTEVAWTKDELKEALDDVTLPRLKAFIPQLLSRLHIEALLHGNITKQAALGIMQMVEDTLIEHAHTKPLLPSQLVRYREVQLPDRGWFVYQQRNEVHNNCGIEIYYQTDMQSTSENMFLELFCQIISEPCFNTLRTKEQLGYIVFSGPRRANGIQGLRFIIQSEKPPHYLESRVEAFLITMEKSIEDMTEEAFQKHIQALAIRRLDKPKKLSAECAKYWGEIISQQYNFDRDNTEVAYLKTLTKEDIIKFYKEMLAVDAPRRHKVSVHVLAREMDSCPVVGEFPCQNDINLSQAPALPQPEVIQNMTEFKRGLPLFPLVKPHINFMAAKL
An asterisk follows results filed as active. Only part of the results is shown. The share of hits here may be higher or lower than overall.

IDE act	molecule
1	CN(C)C(=O)c1ccc(NC(=O)c2cccc(S(=O)(=O)N3CCCCCC3)c2)cc1
-2	COc1cc2sc3cc(NCC[C@@H]4CCCN4C)ccc3c(=O)c2cc1OC
4	COc1cc(CCC(=O)N2CCN(S(=O)(=O)c3ccc(C)cc3)CC2)cc(OC)c1OC
-2	CCCCOc1ccc(C(=O)NCC(=O)NC2CCCCC2)cc1
5	Nc1nc2ccc(Cl)cc2[nH]1
5	CCN(CC(=O)Nc1ccc(OC)cc1)C(=O)c1cc(S(=O)(=O)N2CCOCC2)ccc1N1CCCC1
-2	O=C(Nc1ccccn1)C1CCN(S(=O)(=O)c2ccc3ccccc3c2)CC1
1	Cc1ccc(NC(=O)c2ncn(CC(=O)NCc3ccccc3)n2)cc1C
2	CCN(CC(=O)Nc1ccc(NC(C)=O)cc1)C(=O)c1c(C)nn(-c2ccc(F)cc2)c1Cl
2	CCN(CC(=O)Nc1cccc(OC)c1)CC(=O)Nc1cccc2ccccc12

(cont.)
IDE act	molecule
-5	COc1ccc2c(c1)C1OCCC1C(c1ccco1)N2 (configuration not stated)
-1	COc1ccc(N2CCN(C(=O)COC(=O)c3oc4ccccc4c3C)CC2)cc1
2	COc1ccc(NC(=O)COC(=O)CO/N=C(\C)c2ccc3c(c2)OCO3)cc1S(N)(=O)=O
5	CCCN(Cc1nnc(-c2ccccc2Cl)o1)C(=O)c1cc(S(=O)(=O)N2CCOCC2)ccc1F
5	COC(=O)c1c(-c2ccc(SC)cc2)sc2ccccc12
-2	O=c1[nH]c2cc(Cl)c(Cl)cc2o1
-2	Clc1ccc(C=NN2CCCCCC2)cc1Cl
2	Clc1ccccc1-c1ccc2ncnc(NCc3cccs3)c2c1
6	CC(C)CN(C(=O)C1CCCO1)C1CCS(=O)(=O)C1 (configuration not stated)
4	N#CC1(NC(=O)CSc2nnc(-c3ccccc3F)n2N)CCCCC1

The listing continues:
IDE act	molecule
3	COc1cc(OC)cc(-c2c(-c3ccc(F)cc3)c3cc(-c4cnc(OC)nc4)ccc3n2C)c1
-2	CC1CCCCN1C(=O)CN1C(=O)NC2(CCCCC2C)C1=O (configuration not stated)
-1	CC1CCN(C(=O)COC(=O)c2cccc(NS(=O)(=O)c3ccccc3)c2)CC1
-4	CS(=O)(=O)c1ccc(-c2sc3cc4c(cc3c2C(=O)NN2CCOCC2)OCO4)cc1
-3	Cc1noc(C)c1CSCC(=O)Nc1cc(C(F)(F)F)ccc1N1CCCCC1
-4	CC(=O)Nc1ccc(NC(=O)C(C)OC(=O)c2cccs2)cc1 (configuration not stated)
4	COc1ccc(C2/C=C\CC(OCc3ccccc3)CC(=O)N2Cc2cccc(F)c2)cc1 (configuration not stated)
9	COCCN(C(=O)COC(=O)c1cccnc1SC)c1c(N)n(Cc2ccccc2)c(=O)[nH]c1=O
-1	Cc1ccc(S(=O)(=O)N2CCN(C(=O)c3ccc4ccccc4n3)CC2)c(C)c1
-5	C[C@H](CO)N1C[C@H](C)[C@@H](CN(C)S(=O)(=O)c2ccc(F)cc2)Oc2ccc(NS(=O)(=O)c3cccs3)cc2C1=O

The results go on.
IDE act	molecule
10	O=C(NCc1ccc(Cl)cc1)[C@@H]1CCCN1S(=O)(=O)c1ccc(Cl)cc1
-4	COc1ccccc1NC(=O)C(C)OC(=O)c1cc2ccccc2[nH]1 (configuration not stated)
4	COC(=O)c1ccc2c(c1)c(C#Cc1ccccc1)c(-c1ccccc1)n2C
2	CCN1C(=O)[C@@H]2[C@@H](c3ccc(SC4CCCCC4)c(OC)c3)N3CCCC[C@@]3(C(=O)OC)[C@@H]2C1=O
-4	CCn1c(=O)c(C(=O)CN(C)CC(=O)Nc2ccccc2Br)c(N)n(Cc2ccccc2)c1=O
4	CN(Cc1ccco1)C(=O)CN1C(=O)NC2(CCCCC2)C1=O
1	COCCN(C(=O)COC(=O)/C=C/c1ccc(Cl)c(Cl)c1)c1c(N)n(Cc2ccccc2)c(=O)[nH]c1=O
3	CC(C)C[C@@H](CN1CCCC1CN1C(=S)NC[C@@H]1Cc1ccc(O)cc1)N1C[C@H](Cc2ccc(O)cc2)N(CC2CCCCCC2)C1=S (some centres not stated)
-3	NC(=S)NN=C1CCCCCCCCC1
-8	Fc1ccc2nncc(SCc3ccccc3Cl)c2c1

Continuation.
IDE act	molecule
-1	Cc1nnc2ccc(-c3ccc(NS(=O)(=O)c4ccccc4F)cc3)nn12
4	COc1ccc(C)c2sc(N(CCN(C)C)C(=O)c3cccc(N4C(=O)CCC4=O)c3)nc12
2	O=C(NCCS(=O)(=O)NCC1CCCO1)c1ccccc1 (configuration not stated)
5	COC(=O)c1ccccc1S(=O)(=O)N1CCC(C(=O)N(C)CCOc2ccccc2)CC1
9	NC(=O)C1CCN(C(=O)c2cc3c(s2)CCCCC3)CC1
4	Nn1c(SCC(=O)NNC(=O)c2ccccc2)nnc1-c1ccccc1F
7	O=C(COC(=O)c1ccc([N+](=O)[O-])o1)NC1CCCC1
3	O=S(=O)(Nc1ccc(-c2ccc3nncn3n2)cc1)c1ccc(Cl)s1
3	Cc1ccc(CN(C)C(=O)CCNS(=O)(=O)c2ccccc2)o1
-2	CC1CC(C)CN(S(=O)(=O)c2ccc(NC(=O)CN3CCCCCC3)cc2)C1 (configuration not stated)

More structures.
IDE act	molecule
3	COCCN(C(=O)c1ccc(-c2ccc(Cl)cc2)o1)c1c(N)n(CC(C)C)c(=O)[nH]c1=O
-1	Nc1c(C(=O)Nc2ccc3c(c2)OCCO3)nnn1Cc1ccc(Cl)cc1
1	O=C(c1ccccc1Cl)N1CCN(C(=O)C2CCCO2)CC1 (configuration not stated)
3	Cc1ccccc1-c1csc(N)n1
1	CCN(CC(=O)Nc1cc(Cl)ccc1C)C(=O)CSCc1ccccc1
1	CCOc1ccccc1N1CCN(C(=O)c2c(CC)noc2C)CC1
6	O=[N+]([O-])c1ccc(NN=Cc2ccccc2O)nc1
0	O=S(=O)(Nc1cccc(S(=O)(=O)N2CCCC2)c1)c1ccc(Cl)cc1
-10	CCOC(=O)c1[nH]c(=S)[nH]c1C
6	CC(=O)N1Cc2ccccc2CC1C(=O)OCC(=O)c1c(N)n(C)c(=O)n(C)c1=O (configuration not stated)

Next compounds:
IDE act	molecule
-3	O=C(Cc1cccc(NC(=O)C2CCN(C(=O)C3CC3)CC2)c1)Nc1cccc(C(=O)N2CCCCC2)c1
5	CC(C)C[C@H](NC(=O)c1nc[nH]c1C(=O)N1CCNCC1)C(=O)OC(C)(C)C
4	O=C(/C=C/c1ccc(S(=O)(=O)N2CCOCC2)cc1)NCc1ccccc1F
-1	Cc1ccc(NC(=O)CN2C(=O)N/C(=C\c3ccco3)C2=O)cc1
6	CN(CCOc1ccc(Cl)cc1)C(=O)c1ccccc1SCC(=O)N1CCCC1
2	COc1ccc(-c2coc3cc(OC4OC(CO)C(O)C(O)C4O)cc(O)c3c2=O)cc1 (configuration not stated)
2	COc1ccccc1CNC(=O)COC(=O)c1ccc(-n2cnnn2)cc1
4	O=C1CCCC2=C1CC(C(=O)OCc1ccccc1)C(=O)N2Cc1ccccc1 (configuration not stated)
-6	COc1ccc(-c2csc(NCCn3c(C)nc4cc(C(F)(F)F)ccc43)n2)cc1
3	Cc1ccccc1C(=O)N1CCC(C(=O)Nc2ccc(S(=O)(=O)N3C(C)CCCC3C)cc2)CC1 (configuration not stated)

Part of the list above in a different format.
SMILES | IDE act
CCN(CC(=O)Nc1cccc(OC)c1)CC(=O)Nc1cccc2ccccc12 | 2
COc1ccc2c(c1)C1OCCC1C(c1ccco1)N2 (configuration not stated) | -5
COc1ccc(N2CCN(C(=O)COC(=O)c3oc4ccccc4c3C)CC2)cc1 | -1
COc1ccc(NC(=O)COC(=O)CO/N=C(\C)c2ccc3c(c2)OCO3)cc1S(N)(=O)=O | 2
CCCN(Cc1nnc(-c2ccccc2Cl)o1)C(=O)c1cc(S(=O)(=O)N2CCOCC2)ccc1F | 5
COC(=O)c1c(-c2ccc(SC)cc2)sc2ccccc12 | 5
O=c1[nH]c2cc(Cl)c(Cl)cc2o1 | -2

Next part
IDE act	molecule
6	CC1CCCCN1S(=O)(=O)CCNC(=O)c1ccccc1 (configuration not stated)
2	C(/C=C/c1ccccn1)=C\c1ccccc1
0	CCN(CC(=O)Nc1ccc(NC(C)=O)cc1)C(=O)CCCN1C(=O)c2ccccc2C1=O
-4	CCN(CC)C(=O)[C@H]1C[C@H](CC(=O)NCc2ccc(OC)c(OC)c2)C(=O)N2CCc3c([nH]c4cc(-c5ccco5)ccc34)[C@]12C
1	CN(c1ccccc1)S(=O)(=O)c1ccc(Cl)c(C(=O)NCC(c2ccco2)N2CCCC2)c1 (configuration not stated)
6	CCCCNS(=O)(=O)CCNCCc1ccccc1
3	O=C(CCNC(=O)c1ccc(Br)cc1)NNC(=O)c1ccccc1
4	CC(NC(=O)COC(=O)c1cc(S(=O)(=O)N2CCOCC2)ccc1F)c1ccccc1 (configuration not stated)
0	O=C(Nc1ccccc1N1CCOCC1)c1ccc(Cl)c(S(=O)(=O)N2CCCC2)c1
4	Cc1ccc(NS(=O)(=O)c2cccc(C(=O)NNC(=O)c3ccco3)c2)c(C)c1

(more compounds)
IDE act	molecule
-1	CNC[C@H]1Oc2ccc(NC(=O)Cc3cn(C)c4ccccc34)cc2CC(=O)N([C@@H](C)CO)C[C@H]1C
-2	COc1ccc(C(CNC(=O)COc2cccc(C)c2)N2CCCC2)cc1 (configuration not stated)
4	O=C(COC(=O)c1ccc(Br)o1)NCc1ccc(F)cc1
2	CCOc1ccc(CCNC(=O)COC(=O)c2sccc2C)cc1OCC
-5	O=C(CN1C(=O)NC2(CCCC2)C1=O)OCc1ccc(Cl)c(Cl)c1
5	O=C1COc2cc(ccc2[N+](=O)[O-])Oc2ccc(cc2Cl)C(=O)CCCCO1
7	COc1ccc(-c2c(-c3cc(OC)cc(OC)c3)n(C)c3ccc(-c4ccc(OC)c(F)c4)cc23)cc1
-4	COc1cccc(C(=O)NCCS(=O)(=O)N2CCCC2)c1
-2	COc1ccccc1CN(C)CC(=O)NC(=O)NC1CCCCC1
12	CSc1ncccc1C(=O)Nc1ccc2c(c1)OCO2

More results follow.
IDE act	molecule
5	CN1CCN(c2ccc(S(=O)(=O)N3CCOCC3)cc2NC(=O)CC(C)(C)C)CC1
5	O=C(OCC(=O)N1CCc2ccccc21)c1ccncc1
5	CON(C)C(=O)CCN(C(=O)OC(C)(C)C)c1ccccc1
5	N#Cc1ccc(OCC(=O)Nc2ccc(S(=O)(=O)N3CCOCC3)cc2)cc1
4	Cc1nc(SC(C)C(=O)NCc2ccc3c(c2)OCO3)nc(C)c1C (configuration not stated)
-1	CCN(C(=O)COC(=O)CC1CCCCC1)c1c(N)n(Cc2ccccc2)c(=O)[nH]c1=O
-7	O=C(Cc1cccc(NC(=O)C2CCCN(C(=O)c3ccccc3)C2)c1)Nc1ccc(C(=O)N2CCCCC2)cc1 (configuration not stated)
1	CCOc1ccc(NS(=O)(=O)c2ccc(C(=O)N3CCCC(C)C3)cc2)cc1 (configuration not stated)
5	Cc1ccc(S(=O)(=O)NN=Cc2cc(Cl)ccc2O)cc1
-2	O=C(CN1C(=O)NC2(CCCCCC2)C1=O)c1ccc(Cl)cc1

Further compounds follow:
IDE act	molecule
-3	CN(C(=O)c1ccc(NC(=O)C2CCCN(C(=O)OC(C)(C)C)C2)cc1)C1CCCC1 (configuration not stated)
1	CCN(C(=O)COc1ccc(N(C)S(=O)(=O)c2ccc(NC(C)=O)cc2)cc1)C1CCCCC1
-8	O=C(CCCSc1ccccc1)Nc1ccc(Cl)c(S(=O)(=O)N2CCOCC2)c1
3	O=C1OC(c2ccccc2)(c2ccc(O)cc2)c2ccccc21 (configuration not stated)
3	COc1ccc(CCC(=O)NNC(=O)c2ccccn2)cc1OC
-2	Cc1ccc(C(=O)NCC(=O)OC(C)C(=O)NC2CCCc3ccccc32)cc1 (configuration not stated)
2	CC[C@H](C)Cc1cn([C@@H](CCCCN)C(=O)NCCCCCCCCCCC(=O)N2CCNCC2)nn1
7	Cc1ccc(C(=O)COC(=O)c2nc3nccc(C)n3n2)c(C)c1
-1	O=C(c1cc(-c2ccccc2)nn1-c1ccccc1)N1CCN(S(=O)(=O)c2cccc(F)c2)CC1
5	Cc1ccsc1C(=O)OCC(=O)Nc1nnc(-c2ccccc2)o1

The results go on.
IDE act	molecule
-2	CC(Sc1nnc(NC2CC2)s1)C(=O)Nc1ccc(N2CCOCC2)cc1 (configuration not stated)
-2	C[C@H](CO)N1C[C@H](C)[C@@H](CN(C)Cc2ccc(-c3ccccc3)cc2)Oc2c(NS(=O)(=O)c3cccs3)cccc2C1=O
7	CCOC(=O)C1CCCN(S(=O)(=O)c2cc3c4c(c2)CCC(=O)N4CCC3)C1 (configuration not stated)
6	O=C(NCCCN1CCOCC1)c1cc(-c2ccc(Br)cc2)nc2ccccc12
6	Cc1cc(C(=O)COC(=O)c2ccc(NC(=O)CC#N)cc2)c(C)n1CCc1ccc(F)cc1
1	O=C1CCN(Cc2ccccc2)C=C1c1ccc2ccccc2c1
-12	CC1CCN(C(=O)c2ccc(CNS(=O)(=O)c3ccc(C(C)(C)C)cc3)cc2)CC1
4	O=C(NC(Cc1ccccc1)C(=O)N1CCCCC1)c1ccccc1 (configuration not stated)
4	COCCN(CC(=O)Nc1ccccc1C(F)(F)F)C(=O)/C=C/c1cc(Cl)c2c(c1)OCO2
2	O=C(Nc1ccccc1)c1nc[nH]c1C(=O)N1CCc2ccccc2C1

Later entries:
IDE act	molecule
3	Cc1ccc(N2C(=O)N(CC(=O)Nc3ccc(C)c(C)c3)C(=O)C2C)cc1 (configuration not stated)
2	CC(C)C[C@H]1CNC(=S)N1CC1CCCN1C[C@H](CC(C)C)N1C[C@H](Cc2ccc(O)cc2)N(CC2CCCCCC2)C1=S (some centres not stated)
5	CC1CN(C(=O)COC(=O)COc2ccc(C#N)cc2)CC(C)O1 (configuration not stated)
6	CN(CC(=O)Nc1cccc(F)c1)C(=O)c1ccc(S(=O)(=O)N2CCCC2)cc1
2	Cc1ccc(OCCCC(=O)NNC(=O)c2ccncc2)cc1

3 structures from above, ordered by heavy-atom count, lowest first:
IDE act	molecule
2	Cc1ccc(OCCCC(=O)NNC(=O)c2ccncc2)cc1
3	Cc1ccc(N2C(=O)N(CC(=O)Nc3ccc(C)c(C)c3)C(=O)C2C)cc1 (configuration not stated)
6	CN(CC(=O)Nc1cccc(F)c1)C(=O)c1ccc(S(=O)(=O)N2CCCC2)cc1
